CAL PDZ FP-1: CAL PDZ (human) peptide binding inhibition | AID 602252 | 300,000 tested, 0.92% active | Q9HD26 | purified CAL PDZ, TMR-peptide fluorescence polarization, 1 h | inhibition, % at 24.9 µM;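 active means mean inhibition of at least 30% with at least half of replicates also reaching 30%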;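 further: 0% = DMSO neutral control and 100% = excess unlabeled competitor peptide PRC23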
Tat transport: inhibitors of E. coli Tat protein transport; 340,000 tested, 0.036% active; inhibition, % at 10 µM; E. coli MC4100 TorA-mCherry Tat export, fluorescence; AID 488895;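 active means mean replicate inhibition at least 50% and at least half of replicates individually reaching 50%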;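 further: exported cargo escapes ClpAP degradation while cytoplasmic cargo is degraded and loses fluorescence; 0% = median of neutral control wells and 100% = median of NaSCN control wells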
dFosB activator: activators of mouse delta FosB homodimer | purified delta FosB, TAMRA-CDK5 oligo fluorescence polarization; percent of positive-control signal above neutral wells | activation, % at 25 µM | 340,000 tested, 0.99% active | AID 493131;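 active means mean activation above about 17%, with every replicate also reaching it, limit read from the data, passing the limit was not always enough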;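 further: fluorescence polarization rise as delta FosB binds a TAMRA Cdk5 AP-1 oligo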
Target sequence (P13346 whole entry, looked up): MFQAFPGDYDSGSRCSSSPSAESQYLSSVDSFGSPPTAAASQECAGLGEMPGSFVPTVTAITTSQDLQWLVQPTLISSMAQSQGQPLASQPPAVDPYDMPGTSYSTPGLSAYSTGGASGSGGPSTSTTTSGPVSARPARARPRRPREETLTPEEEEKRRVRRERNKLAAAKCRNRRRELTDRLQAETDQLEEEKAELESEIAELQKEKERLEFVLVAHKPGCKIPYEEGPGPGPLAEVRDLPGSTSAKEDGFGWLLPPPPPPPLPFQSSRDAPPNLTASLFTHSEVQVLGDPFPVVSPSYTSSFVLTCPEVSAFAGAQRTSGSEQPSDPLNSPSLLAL
CDK5 inh: inhibitors of human CDK5/p35 kinase; Q00535+Q15078; Recombinant CDK5/p35, ADP-Glo luminescence, 60 min; 330,000 tested, 0.01% active; inhibition, % at 10 µM;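 active means highest replicate inhibition of at least 50% and at least 75% of replicates reaching 50%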;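 further: plate controls were DMSO neutral control for no effect and GW8510 at 10 µM for full effect; many of its hits are not listed in these tables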
Target sequence (Q00535 whole entry, looked up): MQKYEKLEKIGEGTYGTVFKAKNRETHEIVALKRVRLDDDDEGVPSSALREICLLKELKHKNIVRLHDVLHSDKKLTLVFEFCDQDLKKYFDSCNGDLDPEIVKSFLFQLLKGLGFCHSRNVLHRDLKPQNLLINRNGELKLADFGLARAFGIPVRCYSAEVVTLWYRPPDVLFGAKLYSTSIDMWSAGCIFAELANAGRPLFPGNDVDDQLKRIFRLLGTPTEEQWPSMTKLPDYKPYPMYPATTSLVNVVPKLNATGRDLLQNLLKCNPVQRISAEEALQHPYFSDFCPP
Target sequence (Q15078 whole entry, looked up): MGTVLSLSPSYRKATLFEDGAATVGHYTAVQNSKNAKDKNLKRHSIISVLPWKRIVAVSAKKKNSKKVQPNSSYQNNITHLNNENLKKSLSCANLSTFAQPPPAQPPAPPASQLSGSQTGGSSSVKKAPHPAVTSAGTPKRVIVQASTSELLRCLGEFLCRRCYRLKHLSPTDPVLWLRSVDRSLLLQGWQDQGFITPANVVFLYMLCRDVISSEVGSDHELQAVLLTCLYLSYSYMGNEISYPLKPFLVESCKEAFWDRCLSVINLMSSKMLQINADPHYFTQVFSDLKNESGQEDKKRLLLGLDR
MITF TRPM1 HTS: MITF TRPM1 promoter activation in melanoma cells. activation, % at 12.5 µM. 300,000 tested, 0.75% active. SK-MEL-5 TRPM1-promoter luciferase, 24 h; % of positive control, neutral wells = 0. AID 588334;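 active means mean activation of at least 80% with every replicate also reaching 80%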;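 further: 0% = neutral control wells and 100% = parthenolide positive control wells; values of inactives mirror those of a sister screen read the other way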
Wnt act: activators of Wnt/beta-catenin signaling | Wnt/beta-catenin reporter cell assay, activator, plate reader | activation, % at 9.35 µM | 300,000 tested, 1.2% active; in the data active means activation above about 30%, passing the limit was not always enough;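 further: 0% = neutral control wells and 100% = positive control wells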
V-ATPase pHluor: regulators of yeast V-ATPase proton transport | S. cerevisiae, pHLuorin cytosolic pH fluorescence | response, % at 10 µM | 350,000 tested, 0.37% active; in the data active means response mostly above about 7.3%, no sharp cut-off; inactive means mostly below about 5.4%; further: actives read high; inactives centre near 0; some compounds called inactive have numbers as strong as hits; reference of the scale not given here
Rtt109 Vps75: inhibitors of Candida albicans Rtt109/Vps75 histone acetyltransferase; purified Rtt109/Vps75, ThioGlo CoA-SH fluorescence, 4 h; Q5AAJ8; AID 540336; inhibition, % at 34.9 µM; 330,000 tested, 0.16% active;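 active means inhibition of at least 50% in every replicate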
RTF Ca sens act: increases calcium sensitivity of human cardiac regulated thin filaments | activation, % at 7.2 µM | IANBD-labeled TnC RTF fluorescence at EC20 calcium; 0% EC20 calcium, 100% full calcium | 340,000 tested, 0.24% active;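 active means activation above the mean over all tested compounds plus 3 SD, cut at about 30% in these data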;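 further: rise in fluorescence read as greater calcium sensitivity of cardiac thin filaments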
CAL PDZ FP-2: human CAL PDZ-peptide interaction inhibition; purified CAL PDZ, TMR-peptide fluorescence polarization, 1 h; inhibition, % at 20 µM; 330,000 tested, 0.02% active; AID 504414;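 active means highest replicate inhibition of at least 40%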;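 further: plate controls were DMSO neutral control wells for no effect and unlabeled competitor peptide control wells for full effect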
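material = purified tagged CAL PDZ domain construct (CerCALP) | compound dosing = 20 µM, one dose | times = 1 h at RT | measured by = fluorescence polarization from S- and P-plane intensities, G-factor corrected | read-out = inhibition from polarization loss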
Active calls of the source: *; nt = not tested or not shown.

Results follow in this order: MITF TRPM1 HTS	V-ATPase pHluor	CAL PDZ FP-2	CAL PDZ FP-1	Tat transport	CDK5 inh	Rtt109 Vps75	Wnt act	dFosB activator	RTF Ca sens act
- CC(=O)Nc1ccc(C(=O)OCC(=O)c2ccc(F)cc2)cc1
→ 18	6	-1.4	-2	0	0.3	0	nt	0	0
- Cc1nc2c(-c3ccc(F)cc3)c(C)nn2c(N2CCOCC2)c1C
→ nt	-5	-4.2	-8	7	1.1	-10	nt	-6	9
- CCOc1ccc(NS(=O)(=O)c2ccc(C(=O)NCc3ccccn3)cc2)cc1
→ -4	0	-0.2	-2	0	0.8	9	-5	0	5
- CCOc1cc(NC(=S)NC)c(OCC)cc1NC(=O)c1ccco1
→ -14	6	-1.8	-4	-6	0.6	-6	nt	0	7
- COc1cc(/C=N/NC(=O)c2ccncc2)cc(OC)c1OC
→ -9	-4	-1.6	11	-3	-0.9	-3	1	-4	-3
- COC(=O)[C@@]1(Cc2ccccc2)C=C[C@@H](C)N1C(C)=O
→ -8	4	-0.4	2	2	1.3	-7	-3	-3	-2
- COc1ccc(C)c(Cn2c(-c3nonc3N)nc3ccccc32)c1
→ -29	4	-2.0	nt	-9	1.1	-4	nt	4	-2
- N[C@@H](CO)c1nnc([C@H](Cc2ccc(O)cc2)NC(=O)C2CCNCC2)o1
→ 3	0	0.1	0	-1	-0.6	-7	1	-9	-1
- C=CCn1c(C)c(C(C)=O)c(SC)nc1=S
→ nt	-1	-0.3	0	-6	-0.7	-6	nt	0	2
- O/N=C1\CCSc2ccc(F)cc21
→ 5	-5	-0.4	-7	18	1.5	2	3	-1	4
- C[C@H]1CN([C@@H](C)CO)C(=O)Cc2cc(NC(=O)CCC(F)(F)F)ccc2O[C@H]1CN(C)C(=O)Nc1ccc(F)cc1
→ -2	-1	-1.4	-4	-3	-0.3	3	-3	1	-1
- Cc1ccc(C(=O)c2cc([N+](=O)[O-])ccc2N2CCN(C)CC2)cc1
→ -19	-1	0.2	-2	0	0.6	-4	nt	0	0
- C=C(C)CCC1(C)NC(=O)N(c2ccccc2)N1 (stereo not given)
→ nt	3	-0.7	nt	1	0.4	1	1	-6	0
- Cc1occc1C(=O)N/N=C/c1ccc(-c2ccccc2)cc1
→ 40	3	-1.8	4	-7	0.3	-13	21	1	-3
- O=C(OCCNC(=O)c1ccc2ccccc2n1)c1ccc(F)cc1
→ -6	-6	-3.3	nt	-5	0.5	7	-1	-2	-1
- Cc1ccccc1CS(=O)(=O)c1cnc2ccccc2n1
→ -13	-4	0.0	0	-1	-0.9	5	-4	2	-2
- Cc1cc(=O)oc2c(CN3CCCC3)c(O)ccc12
→ 3	3	-0.1	7	1	0.1	0	-2	0	4
- O=C1NCN(c2ccccc2)C12CCN(c1nnnn1-c1ccccc1)CC2
→ -4	4	-1.5	1	-1	-2.3	7	8	-8	-9
- Cc1ccc([C@@H]2CC=C(C(=O)O)[C@H](c3ccc(C(C)(C)C)cc3)N2S(=O)(=O)c2ccc(C)cc2)cc1
→ -3	0	-0.8	-3	15	-1.5	5	-4	-17	-7
- CC1CCN(C(=O)N2c3ccccc3Sc3ccccc32)CC1
→ nt	2	-0.3	-6	12	0.1	-12	-1	4	1
- CCOC(=O)c1c(C)[nH]c(C(=O)N2CCN(C(=O)OCC)CC2)c1C
→ 1	5	-2.0	-5	3	-1.0	-3	1	-4	-2
- COc1ccc(-c2cc(C(=O)N3CCCCCC3)no2)cc1OC
→ nt	0	-1.9	-3	-17	0.6	-4	17	-1	-2
- O=C(O)c1ccc(-c2sc(Nc3ccccc3)n[n+]2-c2ccccc2)cc1
→ -15	-1	-0.4	1	-3	0.7	-3	0	-5	3
- COc1ccc(OCC(=O)NNC(=O)c2ccccc2OCc2c(C)noc2C)cc1
→ 2	0	-3.0	1	-2	-0.4	10	2	2	4
- Cc1nc2ccc(C(=O)O)cc2c2c1CC(CN)O2 (stereo not given)
→ nt	-2	0.4	-2	-5	-1.1	0	-1	7	2
- COc1ccc(S(=O)(=O)N2CCCCC2)cc1NC(=O)CCNC(=O)c1ccccc1Cl
→ nt	1	-1.4	-3	2	1.0	16	-2	-4	-5
- CCc1cccc(OCCN2CCCC2)c1
→ 13	1	-0.3	-4	-7	-0.5	2	0	-1	1
- O=C1CC2(CC(c3ccc(Cl)cc3)=NO2)C(=O)N1c1ccccc1 (stereo not given)
→ 8	8	-0.2	-4	1	-0.4	0	-3	-9	1
- CC(NC(=O)CCNS(=O)(=O)c1ccc2c(c1)oc(=O)n2C)c1ccccc1 (stereo not given)
→ -15	-4	-0.7	-6	-3	-0.1	-12	1	-3	-6
- Cc1cc(C)c2c(n1)nn1c(NCCN3CCOCC3)cc(C)nc21
→ -20	-2	-1.7	nt	0	0.3	-11	1	-2	-2

Overlap with the part before: 6 compounds, then new ones.
Results follow in this order: MITF TRPM1 HTS	V-ATPase pHluor	CAL PDZ FP-2	CAL PDZ FP-1	Tat transport	CDK5 inh	Rtt109 Vps75	Wnt act	dFosB activator	RTF Ca sens act
- Cc1nc2ccc(C(=O)O)cc2c2c1CC(CN)O2 (stereo not given)
→ nt	-2	0.4	-2	-5	-1.1	0	-1	7	2
- COc1ccc(S(=O)(=O)N2CCCCC2)cc1NC(=O)CCNC(=O)c1ccccc1Cl
→ nt	1	-1.4	-3	2	1.0	16	-2	-4	-5
- CCc1cccc(OCCN2CCCC2)c1
→ 13	1	-0.3	-4	-7	-0.5	2	0	-1	1
- O=C1CC2(CC(c3ccc(Cl)cc3)=NO2)C(=O)N1c1ccccc1 (stereo not given)
→ 8	8	-0.2	-4	1	-0.4	0	-3	-9	1
- CC(NC(=O)CCNS(=O)(=O)c1ccc2c(c1)oc(=O)n2C)c1ccccc1 (stereo not given)
→ -15	-4	-0.7	-6	-3	-0.1	-12	1	-3	-6
- Cc1cc(C)c2c(n1)nn1c(NCCN3CCOCC3)cc(C)nc21
→ -20	-2	-1.7	nt	0	0.3	-11	1	-2	-2
- CC(NC(=O)COC(=O)c1cc(Cl)nc(Cl)c1)c1ccccc1 (stereo not given)
→ -6	-2	-2.0	-3	-2	-0.3	-12	0	-1	-4
- Cc1csc(NC(=O)C2CCCCC2C(=O)O)n1 (stereo not given)
→ -1	1	-2.2	2	4	-1.3	9	5	8	-9
- Fc1ccc(/C=C/c2nnc(-c3cccs3)o2)cc1
→ 66	-3	-1.6	-1	3	-0.8	-4	53*	-7	-6
- Cc1ccc(S(=O)(=O)Oc2ccc3c(c2)O/C(=C\c2cccnc2)C3=O)cc1
→ -2	1	-0.4	0	-1	0.6	-4	nt	4	1
- N#Cc1nc(COc2cccc(Cl)c2)oc1NCCN1CCOCC1
→ -4	-1	0.4	3	-4	-0.5	-3	-1	-4	1
- N#Cc1cc2c(nc1SCC(=O)Nc1nccs1)CCCCC2
→ 13	1	-2.4	nt	4	2.5	-6	0	1	2
- Cn1cnnc1SCC(=O)Nc1ccc(N2CCCCC2)cc1
→ nt	2	0.2	-2	2	-2.3	-5	-5	3	8
- CCCn1nc(C(=O)Nc2ccc3nc(C)sc3c2)c2ccccc2c1=O
→ 13	-2	-5.3	-3	11	0.3	17	-1	-28	0
- CCCN1CCC(=O)N([C@H](CSc2ccc(OC)cc2)Cc2ccccc2)CC1
→ 1	2	0.0	-2	-35	0.6	4	-4	-4	2
- O=C(NC1CCCC1)C(c1ccncc1)N(C(=O)c1ccco1)c1ccc(Cl)cc1 (stereo not given)
→ -8	-2	-2.2	13	-6	0.4	-4	-1	-14	-5
- Cc1ccc(C(=O)O/N=C/c2c(C(F)(F)F)nn(C)c2Sc2ccc(Cl)cc2)cc1
→ 8	-2	-1.5	0	-5	-3.0	6	nt	5	-5
- CC(C)=CCN1CCN(Cc2nc(-c3ccc(F)cc3)cs2)CC1CCO (stereo not given)
→ -4	8	0.6	0	2	-0.3	-7	-5	-11	-2
- CN(Cc1ccccc1F)Cc1cc(=O)oc2cc(O)c(Cl)cc12
→ 10	4	-1.8	-13	-4	1.6	-56	-2	-15	-7
- O=C(c1cn(CC(=O)N2CCCC2)c2ccccc12)C1CCCCC1
→ 2	-2	-1.2	-4	-8	-0.1	8	nt	2	4
- CC(C)n1cnc2c(oc3ccccc32)c1=O
→ 8	1	-0.1	-3	-8	-0.1	-2	17	-6	-1
- COc1cccc(N2C(=O)CC(N3CCc4ccccc4C3)C2=O)c1 (stereo not given)
→ -15	-3	-0.8	-5	-5	0.0	-9	0	-7	3
- C=CCSC1=N/C(=C\c2cc(OC)c3c(c2)OCO3)C(=O)S1
→ -10	0	-0.6	-2	4	0.0	-11	nt	-13	4
- COc1ccc(N(CC(=O)Nc2ccccc2C(=O)NCc2ccco2)S(C)(=O)=O)cc1
→ 2	-2	-0.3	-1	-3	1.4	7	0	-14	-2
- Cc1cccc(NC(NC(=O)c2cccnc2)C(Cl)(Cl)Cl)c1 (stereo not given)
→ nt	-1	nt	2	-5	-0.7	-11	nt	-9	5
- CC[C@@H]1C=C(C(=O)O)[C@H](c2ccc(F)cc2)N1S(=O)(=O)c1ccc(C)cc1
→ 3	-1	0.3	-5	-9	0.4	2	0	-2	-9

A second format for 2 compounds above:
MITF TRPM1 HTS	V-ATPase pHluor	CAL PDZ FP-2	CAL PDZ FP-1	Tat transport	CDK5 inh	Rtt109 Vps75	Wnt act	dFosB activator	RTF Ca sens act	compound
-6	-2	-2.0	-3	-2	-0.3	-12	0	-1	-4	CC(NC(=O)COC(=O)c1cc(Cl)nc(Cl)c1)c1ccccc1 (stereo not given)
-1	1	-2.2	2	4	-1.3	9	5	8	-9	Cc1csc(NC(=O)C2CCCCC2C(=O)O)n1 (stereo not given)

Screening results (PubChem BioAssay)
